# Compound activity from PubChem.
# BLM inh: blocks DNA unwinding by human BLM helicase. P54132. recombinant BLM DNA unwinding, fluorescence dequenching. Potency, µM (doses to about 56.1 µM), without a hit: top-dose activity change, negative = inhibition, hits mostly inhibitors. actives 0.2% (n = 350,000);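 further: plate controls were vehicle for no effect and no enzyme for full effect; nearly all actives have a fitted effect of over 35% in size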
# Pol beta inh: DNA polymerase beta (human) inhibition; Pol beta primer extension/strand displacement, fluorescence kinetic; Potency, µM (highest dose often 114 µM), inactives show top-dose activity change, negative = inhibition, usual class: inhibitors; actives 1.3% (n = 340,000); AID 485314; further: on the % scale 0 is the no-effect control and ±100 the full control effect
#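 Pol beta (10 nM) was preincubated with compound for 15 min at room temperature. The reaction was then started with 50 nM substrate and read immediately and after a further 10 min at room temperature.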
# Apoferritin bind: binds horse apoferritin like a general anesthetic; P02791; apoferritin/1-aminoanthracene competitive binding, fluorescence; Potency, µM (series often up to 77.5 µM), for inactives: at the top dose activity change, negative = displacement, most hits filed as inhibitors; actives 0.074% (n = 350,000); further: on the % scale 0 is the no-effect control and ±100 the full control effect; nearly all actives have a fitted effect of over 20% in size
#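 Horse-spleen apoferritin (10 uM) in 50% saturated 1-aminoanthracene in PBS was incubated 10 min at room temperature with compound. Fluorescence (ex 380, em 535 nm) was normalized to free and bound 1-AMA, with concentration-response fitted by a four-parameter Hill equation.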
# POLH inh: DNA polymerase eta (human) inhibition; Q9Y253; recombinant Pol eta, fluorescent DNA replication assay; Potency, µM (doses to about 114 µM), without a hit: at the highest dose activity change, negative = inhibition, most hits filed as inhibitors; actives 1.2% (n = 390,000); AID 588591; further: on the % scale 0 is the no-effect control and ±100 the full control effect
#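 Pol eta (10 nM) was preincubated with compounds for 15 min at room temperature, after which fluorescent replication substrate (50 nM final) was added to start the reaction. Fluorescence was read kinetically at 0 and 10 min.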
# G9a block: inhibitors of human histone lysine methyltransferase G9a. Potency, µM (series often up to 102 µM), without a hit: at the top dose activity, negative = inhibition, usual class: inhibitors. AID 504332. G9a H3K9 monomethylation, AlphaScreen, 2 h. actives 8.8% (n = 350,000). Q96KQ7; further: on the % scale 0 is the no-effect control and ±100 the full control effect; nearly all actives have a fitted effect of over 75% in size
#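 Readings reflect AlphaScreen signal from monomethyl-H3K9 antibody detection. HMT at 20 nM; substrate b-H3K9 500 nM; cofactor SAM 20 uM; 2 h RT reaction; compounds tested as titrations in qHTS with 15 min preincubation.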
# Pol iota inh: DNA polymerase iota (human) inhibition | actives 1% (n = 390,000) | Pol iota fluorescent replication assay, 10 min | Q9UNA4 | Potency, µM (series often up to 115 µM), for inactives: at the top dose activity, negative = inhibition, hits mostly inhibitors
#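 Fluorescent replication assay read twice, at 0 min and 10 min after adding 50 nM (final) substrate. Enzyme (10 nM) and compounds were first incubated 15 min at room temperature; enzyme-free buffer wells were negative controls.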
# Pol kappa inh: blocks human DNA polymerase kappa activity. Q9UBT6. purified Pol kappa, fluorescent DNA synthesis assay, 10 min. Potency, µM (titrated, usually from 107 µM), inactives show top-dose activity, negative = inhibition, actives largely listed as inhibitors. actives 0.53% (n = 400,000); further: on the % scale 0 is the no-effect control and ±100 the full control effect
#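 Here, compound and 10 nM enzyme are combined for 15 min at room temperature; adding 50 nM substrate (final) starts DNA synthesis, tracked by fluorescence at 0 and 10 min against buffer-only wells.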
# BAZ2B block: inhibitors of human BAZ2B bromodomain | Potency, µM (series often up to 114 µM), for the others: top-dose activity change, negative = inhibition, usual class: inhibitors | AID 504333 | AlphaScreen BAZ2B-H3K14Ac peptide displacement | actives 4.4% (n = 360,000); further: on the % scale 0 is the no-effect control and ±100 the full control effect; nearly all actives have a fitted effect of over 60% in size
# Target sequence (Q9UIF8 whole entry, looked up): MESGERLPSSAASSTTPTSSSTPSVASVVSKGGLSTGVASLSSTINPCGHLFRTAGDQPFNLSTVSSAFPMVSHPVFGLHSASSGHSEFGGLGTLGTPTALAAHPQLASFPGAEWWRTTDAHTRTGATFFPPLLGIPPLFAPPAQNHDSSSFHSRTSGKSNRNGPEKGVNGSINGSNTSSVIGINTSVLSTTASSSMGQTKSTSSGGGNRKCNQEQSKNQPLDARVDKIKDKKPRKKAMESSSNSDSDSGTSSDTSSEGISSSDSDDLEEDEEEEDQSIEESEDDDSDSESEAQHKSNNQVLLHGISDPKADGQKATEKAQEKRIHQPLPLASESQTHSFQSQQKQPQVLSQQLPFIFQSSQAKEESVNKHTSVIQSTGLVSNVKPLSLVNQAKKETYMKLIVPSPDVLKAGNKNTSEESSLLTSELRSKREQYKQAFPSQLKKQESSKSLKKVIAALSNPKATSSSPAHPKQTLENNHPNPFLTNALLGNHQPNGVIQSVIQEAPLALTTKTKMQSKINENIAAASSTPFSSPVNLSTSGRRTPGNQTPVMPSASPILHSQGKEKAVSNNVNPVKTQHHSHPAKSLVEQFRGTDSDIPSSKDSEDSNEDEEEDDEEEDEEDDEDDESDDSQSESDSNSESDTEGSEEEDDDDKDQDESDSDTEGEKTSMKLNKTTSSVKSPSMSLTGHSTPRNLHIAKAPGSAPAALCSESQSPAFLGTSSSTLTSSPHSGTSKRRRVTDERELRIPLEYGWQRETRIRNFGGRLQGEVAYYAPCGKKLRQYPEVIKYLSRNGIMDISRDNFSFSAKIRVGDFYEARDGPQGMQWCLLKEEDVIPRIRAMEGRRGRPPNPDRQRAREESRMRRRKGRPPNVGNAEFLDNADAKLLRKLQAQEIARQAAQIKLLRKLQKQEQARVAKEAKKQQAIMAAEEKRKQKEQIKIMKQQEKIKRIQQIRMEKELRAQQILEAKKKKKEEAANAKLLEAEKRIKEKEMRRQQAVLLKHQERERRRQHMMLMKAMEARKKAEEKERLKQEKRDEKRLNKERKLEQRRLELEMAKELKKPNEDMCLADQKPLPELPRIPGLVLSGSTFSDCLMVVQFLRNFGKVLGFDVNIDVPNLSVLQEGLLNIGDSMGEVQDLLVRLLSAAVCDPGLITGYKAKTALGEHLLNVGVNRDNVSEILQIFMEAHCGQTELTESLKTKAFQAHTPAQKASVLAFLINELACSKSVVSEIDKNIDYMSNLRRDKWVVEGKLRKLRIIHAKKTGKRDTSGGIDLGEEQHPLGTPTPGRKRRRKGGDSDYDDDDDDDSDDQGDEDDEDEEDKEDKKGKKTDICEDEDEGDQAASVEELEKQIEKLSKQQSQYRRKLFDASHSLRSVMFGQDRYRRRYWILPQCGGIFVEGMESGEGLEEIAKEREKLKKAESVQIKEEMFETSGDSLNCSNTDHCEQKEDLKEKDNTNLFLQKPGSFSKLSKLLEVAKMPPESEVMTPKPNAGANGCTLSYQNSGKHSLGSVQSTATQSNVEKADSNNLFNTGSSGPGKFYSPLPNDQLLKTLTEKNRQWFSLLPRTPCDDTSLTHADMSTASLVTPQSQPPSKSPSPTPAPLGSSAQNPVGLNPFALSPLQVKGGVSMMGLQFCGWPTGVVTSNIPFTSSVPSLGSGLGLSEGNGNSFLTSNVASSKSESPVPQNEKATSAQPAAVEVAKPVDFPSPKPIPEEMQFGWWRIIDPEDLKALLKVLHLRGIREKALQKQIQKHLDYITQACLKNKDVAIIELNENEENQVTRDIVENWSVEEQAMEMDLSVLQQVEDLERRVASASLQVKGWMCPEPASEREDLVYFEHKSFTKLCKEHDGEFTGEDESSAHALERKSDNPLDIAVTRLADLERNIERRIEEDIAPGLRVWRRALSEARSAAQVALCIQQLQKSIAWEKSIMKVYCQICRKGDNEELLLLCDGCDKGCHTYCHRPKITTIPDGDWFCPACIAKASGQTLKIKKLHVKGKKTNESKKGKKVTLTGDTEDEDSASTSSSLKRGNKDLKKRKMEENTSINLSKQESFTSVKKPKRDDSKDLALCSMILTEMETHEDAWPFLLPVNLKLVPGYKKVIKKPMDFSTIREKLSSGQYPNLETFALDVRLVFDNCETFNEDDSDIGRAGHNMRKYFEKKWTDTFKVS
#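 Inhibition is scored as reduced AlphaScreen emission. The BAZ2B/b-H3(5-23)K14Ac complex (50 nM each) in PBS pH 7.4, 0.01% Tween-20 meets compound (up to 110 uM) for 30 min at RT before bead addition.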
# APE1 inh: inhibitors of human APE1 endonuclease; P27695; recombinant APE1, TAMRA/BHQ-2 abasic DNA cleavage fluorescence; Potency, µM (top dose mostly 65.8 µM), without a hit: at the top dose activity change, negative = inhibition, usual class: inhibitors; actives 0.35% (n = 350,000); AID 2517;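 further: plate controls were vehicle for no effect and reference inhibitor for full effect; nearly all actives have a fitted effect of over 55% in size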
#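 Enzyme (0.75 nM final) and test compound are incubated 15 min at room temperature before adding 50 nM quenched THF abasic-site duplex. Cleavage dequenches TAMRA, followed at 525/598 nm over three reads one minute apart.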
# An asterisk follows results filed as active; ? = inconclusive; . = no result given; & = joins results of further samples; [ ] = another dose, or the depositor's remark. The call rests on the fitted dose curve; in most records, active means well fitted curve in the direction sought with a large enough effect; inconclusive means small, poorly fitted or top-dose-only effect, or another doubt; inactive means no such curve, though single readings can be large; an effect the other way counts as inactive or inconclusive. Potency means the concentration at half of the fitted maximal effect. These rows are one share of the data, so the mix of outcomes need not match the whole.
SMILES,BLM inh,Pol beta inh,Apoferritin bind,POLH inh,G9a block,Pol iota inh,Pol kappa inh,BAZ2B block,APE1 inh
CCCN1CC=C2C(C#N)=C(N)C(C#N)(C#N)C(c3cc(OC)ccc3OC)C2C1 (stereo unspecified),-6%,10%,-11%,-14%,.,17%,-15%,?,-1%
Cn1cc(C(c2ccccn2)c2cn(C)c3ccccc23)c2ccccc21,-10%,-4%,-10%,-26%,11%[12.7 µM],0%,-1%,35µM*,-2%
C/C=C(\C)CN1CCN(c2cccc(C)c2C)CC1,2%,14%,-8%,0%,-29%[59 µM],?,-6%,1%,-2%
CCN(c1ccc(OC)cc1)S(=O)(=O)c1ccc2c(c1)CC(C)N2C(=O)C1CC1 (stereo unspecified),-12%,24%,8%,-24%,-13%[59 µM],31%[activator],0%,-18%,12%
CCNc1nc(NCC)nc(C(=O)Nc2ccccc2)n1,-2%,22%,-10%,-6%,8%[0.501 µM],-1%,2%,10µM*,2%
CCOc1ccc(NC(=O)Nc2c(C)n(C)n(-c3ccccc3)c2=O)cc1,-2%&2%,42%&14%,6%&4%,-10%&-8%,5%[2.33 µM],10%&15%,11%&-8%,12%&-1%,0%
O=C(NNC(=S)NC(=O)c1ccccc1)c1cccnc1,-1%,31%,-6%,1%,22µM*,2%,?,-2%,-7%
Cc1cccc(/C=N/n2c(C)nc3ccccc3c2=O)c1,-1%,23%,-9%,-3%,5%,-18%,7%,4%,14%
Cc1cc(=O)[nH]c(SCC(=O)NC(c2ccccc2)c2ccccc2)n1,2%,3%,-4%,5%,-4%,72%[activator],-19%,.,-3%
O=C(Nc1cccc2ncccc12)c1ccc(F)cc1,-2%,16%,-6%,-3%,23%[59 µM],6%,5%,-1%,-4%
CC(=O)Nc1ccc(C(=O)OCC(=O)Nc2ccc([N+](=O)[O-])cc2C(F)(F)F)cc1,1%,?,-6%,-15%,-13%[59 µM],26%,-3%,0%,-3%
CCOc1ccc(N2C(=O)Nc3ccc(Br)cc3C2(O)C(=O)NCCN(C)C)cc1 (stereo unspecified),-4%,24%,0%,-7%,20%,104%[activator],-2%,-1%,13%
Cc1cc(OCc2cc(C(=O)N3CCN(CC4CC4)CC3)no2)cc(C)c1Cl,-5%,0%,-25%,-19%,-35%,-14%,6%,-32%,29%
CN1CCc2c(OCC(=O)NC3CCCCC3)cccc2C1=O,-3%,33%,-11%,0%,39%,4%,-9%,2%,-1%
O=C(CSc1n[nH]c(-c2ccco2)n1)Nc1sc2c(c1C(=O)Nc1ccccc1)CCCC2,-8%,?,-7%,11%,?,0%,-3%,-31%,-11%
CCCCCN(C(=O)NC(=O)Nc1cccc(C)c1C)S(C)(=O)=O,0%,11%,?,-10%,?,159%[activator],-11%,.,-1%
O=C1Nc2cc(Cl)ccc2Nc2cscc21,.,.,.,0%,.,?,-8%,.,1%
CCC(C)N(C(=O)Cn1nnc2ccccc21)C(C(=O)NCc1ccco1)c1cccc(OC)c1 (stereo unspecified),-5%,17%,-19%,0%,-12%[59 µM],6%,-16%,-3%,-1%
COC(=O)c1ccc2c(c1)N(Cc1cc(C)ccc1C)C(=O)c1ccccc1S2(=O)=O,-14%,-2%,5%,-19%,-2%[59 µM],6%,-4%[60.1 µM],-12%,.
Cc1noc(C)c1CSc1nnnn1-c1ccc(Cl)cc1,-5%,2%,-16%,-19%,-3%[59 µM],5%,-10%,10%,-1%
NC(=O)N/N=C/c1cc(Br)ccc1OCC(=O)NCc1ccccc1,-11%,?,-10%,-7%,-2%[59 µM],10%,-19%,-6%,5%
O=C(Cn1c(=O)n(-c2ccccc2Cl)c(=O)c2sc3ccccc3c21)NC1CCCCC1,-1%,17%,6%,-9%,22%[59 µM],17%,-2%,26%,.
CCn1cc(C(=O)Nn2cnnc2)c(=O)c2ccc(C)nc21,-2%,8%,-16%,-23%,50µM*,-14%,-11%,-32%,-6%
COc1cc(Cl)c(C)cc1NC(=O)CSc1nc2c(c(=O)[nH]1)CCC2,-10%,-26%,-12%,.,?,27%,-9%,-12%,.
COc1cccc(C(=O)COc2ccc3c(C)c(Cc4ccccc4)c(=O)oc3c2)c1,-5%,0%,-7%,-1%,-3%[59 µM],62%[activator],-10%,-4%,2%
CCOC(=O)C(CC)Sc1ncnc2c1c(-c1ccccc1)cn2-c1ccc(OC)cc1 (stereo unspecified),-5%,9%,4%,-9%,16%[59 µM],-14%,-7%,5%,.
CCn1c(SCC(=O)N2CCCCC2)nc2c(c1=O)SC(C)C2 (stereo unspecified),4%,-6%,11%,-12%,-5%[59 µM],13%,-7%,7%,3%
CN(C)CCCNC(=O)C[C@H]1C[C@H](C(=O)N2CCCCC2)[C@@]2(CCc3ccccc3)c3[nH]c4cc(-c5ccco5)ccc4c3CCN2C1=O,.,.,.,-9%,.,2%,-3%,.,-6%
CNC(=O)c1[nH]cnc1C(=O)Nc1ccc(Cl)cc1,3%,45%,-10%,6%,.,-28%,0%,-7%,-9%
OCCC#Cc1ccc(CN2CCN(CCc3ccccc3)C(CCO)C2)cc1 (stereo unspecified),-6%,-18%,-15%,4%,5%,44%[activator],3%,-3%,1%

# Ordered by molar mass (ascending): part of the list above.
SMILES,BLM inh,Pol beta inh,Apoferritin bind,POLH inh,G9a block,Pol iota inh,Pol kappa inh,BAZ2B block,APE1 inh
Cn1cc(C(c2ccccn2)c2cn(C)c3ccccc23)c2ccccc21,-10%,-4%,-10%,-26%,11%[12.7 µM],0%,-1%,35µM*,-2%
Cc1cc(=O)[nH]c(SCC(=O)NC(c2ccccc2)c2ccccc2)n1,2%,3%,-4%,5%,-4%,72%[activator],-19%,.,-3%
O=C(CSc1n[nH]c(-c2ccco2)n1)Nc1sc2c(c1C(=O)Nc1ccccc1)CCCC2,-8%,?,-7%,11%,?,0%,-3%,-31%,-11%

# Next part.
SMILES,BLM inh,Pol beta inh,Apoferritin bind,POLH inh,G9a block,Pol iota inh,Pol kappa inh,BAZ2B block,APE1 inh
Cc1nc(SCc2nc3ccccc3[nH]2)c2oc3ccc(Br)cc3c2n1,.,.,.,-4%,.,12%,-2%,.,-14%
Cc1cc(Br)cn2ccnc12,3%,2%,-8%,-13%,6%[59 µM],10%,-12%,19%,-9%
C=CC[n+]1c(-c2ccc(C)cc2)csc1Nc1ccc(NC(C)=O)cc1,-3%,-2%,-6%,-12%,?,-6%,-11%,?,-3%
COc1ccc(-n2nc(C(=O)NCCCN3CCCC3=O)c3c4ccccc4n(C)c3c2=O)cc1Cl,2%,1%,-5%,6%,-3%[0.0925 µM],-3%,1%,-3%,2%
Oc1c(C(Nc2ccccn2)c2ccccc2F)ccc2cccnc12 (stereo unspecified),-13%,-3%,-3%,-26%,?,30%[activator],-29%,20µM*,.
CC(C)(C)[C@H]1C=C(C(=O)NC2CC2)O[C@@H](OCc2ccc(CO)cc2)C1,1%,-19%,0%,-8%,4%[59 µM],-15%,18%,4%,1%
Cc1ccc2[nH]c(C(=O)N3CCOCC3)cc2c1,-2%,1%,-10%,-5%,.,89%[activator],-6%,-3%,7%
CC(=O)C12CCCCC1CC1[C@@H]3CC(C)C4=CC(=O)CC[C@]4(C)C3CC[C@@]12C (stereo partly specified),0%,-20%,-4%,2%,23%,10%,-10%,4%,2%
Cc1ccc(CN2C(=O)CCC2C(=O)NCCCN2CCOCC2)cc1 (stereo unspecified),0%,21%,-5%,-2%,34%[0.501 µM],9%,0%,-4%,0%
CCC(=O)Oc1ccc(C(=O)Nc2ccc([N+](=O)[O-])cc2)cc1,-12%,-3%,-6%,-16%,11%[59 µM],13%,3%,-4%,8%
COc1c2c(cc3ccc(=O)oc13)CCO2,-6%,0%,0%,6%,?,12%,3%,2%,-3%
Cc1cc(C)nc(SCC(=O)N2CCC(C(N)=O)CC2)n1,0%,-2%,-5%,-6%,11%[12.7 µM],33%[activator],-3%[60.1 µM],-1%,-18%
CCOc1ccccc1N1CC(C(=O)Nc2ccccc2N2CCOCC2)CC1=O (stereo unspecified),1%,-14%,-12%,-10%,10%[59 µM],-5%,6%,.,-5%
Cn1c(Cc2ccccc2)nnc1SCC(=O)NC1CC1,-1%,17%,-7%,-8%,9%,42%[activator],6%,8%,30%
COc1ccc(-n2ncc3c(NCC4CCCO4)ncnc32)cc1 (stereo unspecified),-3%,36%,-5%,6%,10%[0.501 µM],2%,-8%,2%,-2%
CC(C)c1ccc(S(=O)(=O)NC2CCS(=O)(=O)C2)cc1 (stereo unspecified),.,.,.,-6%,-21%,5%,-5%,-6%,40%
O=C(CN1CCOCC1)Nc1cc(Cl)ccc1Cl,-2%,-4%,-15%,5%,54%[activator][59 µM],13%,-4%,?,9%
Cc1cccc(-n2c(CNC(=O)c3ccc(S(=O)(=O)N4CCCC4)cc3)n[nH]c2=S)c1,-7%,-2%,-7%,0%,0.71µM*,0%,-8%,-4%,-1%
c1ccc(N/N=C(\Cc2nc3ccccc3[nH]2)c2ccccc2)cc1,-26%,12%,-11%,-19%,1.4µM*,29%,-13%,?,4%
CC1CC(Nc2ccccc2)c2ccccc2N1C(=O)c1ccco1 (stereo unspecified),-4%,1%,-6%,-17%,-8%,1%,0%,?,0%
CCCSc1nc2c(cnn2-c2ccc(F)cc2)c(=O)[nH]1,-1%,0%,1%,-20%,20%[59 µM],?,-16%,-5%,-3%
Cc1ccc(NS(=O)(=O)c2ccc3oc(=O)c4ncn(C)c4c3c2)cc1C,-3%,30%,4%,-3%,9%[59 µM],-20%,-12%,0%,.
O=C(NCCCCc1ccccc1)c1cccc(Br)c1,-3%,6%,-2%,-18%,.,170%[activator],-6%,-5%,7%

# Entries of single compounds from above:
# Cc1cc(Br)cn2ccnc12 across the screens: BLM inh: 3%; Pol beta inh: 2%; Apoferritin bind: -8%; POLH inh: -13%; G9a block: 6%[59 µM]; Pol iota inh: 10%; Pol kappa inh: -12%; BAZ2B block: 19%; APE1 inh: -9%
# CN(C)CCCNC(=O)C[C@H]1C[C@H](C(=O)N2CCCCC2)[C@@]2(CCc3ccccc3)c3[nH]c4cc(-c5ccco5)ccc4c3CCN2C1=O across the screens: BLM inh: .; Pol beta inh: .; Apoferritin bind: .; POLH inh: -9%; G9a block: .; Pol iota inh: 2%; Pol kappa inh: -3%; BAZ2B block: .; APE1 inh: -6%
